Screening results: PubChem BioAssay, several laboratories
Rpn11 inh: blocks the human proteasome subunit Rpn11; 360,000 compounds, 0.59% hits; calls only at 20 µM; O00487; human 26S proteasome, Ub4-pepOG fluorescence polarization; 20S core pre-blocked with epoxomicin;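 active = inhibition at 20 µM, scaled to each plate's controls, above about 33%, limit read from the data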
Target sequence (O00487 whole entry, looked up): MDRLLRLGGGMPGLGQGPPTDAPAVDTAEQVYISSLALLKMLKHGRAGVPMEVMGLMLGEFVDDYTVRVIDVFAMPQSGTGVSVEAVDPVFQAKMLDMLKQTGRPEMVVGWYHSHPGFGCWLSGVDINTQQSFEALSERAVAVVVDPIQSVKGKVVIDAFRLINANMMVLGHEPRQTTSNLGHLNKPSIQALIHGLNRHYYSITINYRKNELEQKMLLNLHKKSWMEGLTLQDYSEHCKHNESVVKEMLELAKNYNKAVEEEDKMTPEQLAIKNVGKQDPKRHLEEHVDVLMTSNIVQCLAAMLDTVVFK
CSN inh: blocks human CSN-mediated cullin deneddylation | inhibition, % at 12.5 µM | 360,000 compounds, 0.38% hits | Purified CSN, SCF-Nedd8-OG deneddylation, fluorescence polarization | Q92905;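 active = pattern-corrected inhibition above about 35%, with an unprinted fluorescence ratio check between 0.5 and 1.5, limit read from the data, passing the limit was not always enough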;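 also: 0% = enzyme with substrate and 100% = substrate without enzyme; some results filed as inactive read as strong as hits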
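Assay system: purified human Csn5 enzyme expressed in HEK293T cells; measure: % inhibition; also added: SCFSkp2-Nedd8OG substrate at 10 nM final; technique: fluorescence polarization; times: reaction 90 min, room temperature; medium: Tris buffer pH 7.5, NaCl, DTT, Tween-20, trehalose, ovalbumin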
PABP1 MLLE inh: inhibitors of microRNA-mediated deadenylation, human PABP1 MLLE binding. inhibition, % at 20 µM. 360,000 compounds, 0.36% hits. P11940. GST-MLLE / FITC-PAM2 fluorescence polarization; in the data active = inhibition above about 35%, passing the limit was not always enough;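 also: plate controls were DMSO wells with GST-MLLE for no effect and wells lacking GST-MLLE protein for full effect; some results filed as inactive read as strong as hits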
Target sequence (P11940 whole entry, looked up): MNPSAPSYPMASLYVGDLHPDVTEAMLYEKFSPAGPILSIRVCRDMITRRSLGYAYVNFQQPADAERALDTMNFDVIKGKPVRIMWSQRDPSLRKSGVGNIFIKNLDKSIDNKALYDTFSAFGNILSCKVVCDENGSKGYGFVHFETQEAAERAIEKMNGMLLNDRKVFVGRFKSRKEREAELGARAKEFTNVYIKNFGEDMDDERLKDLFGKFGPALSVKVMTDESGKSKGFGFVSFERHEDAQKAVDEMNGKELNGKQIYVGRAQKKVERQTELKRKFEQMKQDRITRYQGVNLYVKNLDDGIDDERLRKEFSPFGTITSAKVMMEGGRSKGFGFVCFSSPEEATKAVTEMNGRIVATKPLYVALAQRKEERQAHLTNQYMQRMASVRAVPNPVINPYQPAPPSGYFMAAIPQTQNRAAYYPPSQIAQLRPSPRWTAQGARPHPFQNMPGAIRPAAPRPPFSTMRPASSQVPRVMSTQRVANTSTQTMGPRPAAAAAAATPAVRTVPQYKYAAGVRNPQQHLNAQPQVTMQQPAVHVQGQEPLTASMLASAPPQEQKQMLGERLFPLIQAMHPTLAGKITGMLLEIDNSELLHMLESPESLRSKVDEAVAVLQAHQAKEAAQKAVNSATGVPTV
Tb MetRS inh: blocks T. brucei methionyl-tRNA synthetase activity | 360,000 compounds, 0.4% hits | AID 624268 | purified T. brucei MetRS, ATP depletion, Kinase-Glo luminescence | inhibition, % at 11.9 µM;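 active = inhibition above a per-plate cutoff of the control wells' mean inhibition plus 3 SD, cut at about 5.5% in these data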;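 also: 0% = DMSO wells median and 100% = median of wells with control inhibitor compound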
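technique = Kinase-Glo luminescence, ATP depletion format | system = purified MetRS (methionyl-tRNA synthetase) enzyme from Trypanosoma brucei | timing = 15 min preincubation, 2 h reaction, all 25 °C | evaluation = percent inhibition versus plate control medians | dosing = single dose, 11.9 µM final nominal, 0.9% final DMSO | also added = substrates ATP, L-methionine and bulk Escherichia coli tRNA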
Scp-1 inhibitor: blocks human Scp-1 phosphatase activity; Q9GZU7; Recombinant Scp1, phosphopeptide, malachite green phosphate absorbance; inhibition, % at 20 µM; 340,000 compounds, 0.88% hits; AID 493091;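 active = inhibition above about 50% at 20 µM, limit read from the data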;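 also: plate controls were DMSO wells with enzyme for no effect and wells lacking enzyme for full effect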
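System: truncated SCP-1 phosphatase (76-261aa); medium: Tris acetate buffer pH 5.5 with MgCl2 and Tween-20; incubation: 45 min room-temperature reaction, 5 min colour, 30 min stabiliser; compound: single 20 µM dose, 1% DMSO; reagent: Phosphorylated 17-residue peptide substrate; read-out: % inhibition at 20 µM; technique: colorimetric free-phosphate detection, absorbance 630 nm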
NadD inh: inhibitors of Staphylococcus aureus NadD; 360,000 compounds, 0.78% hits; inhibition, % at 20 µM; purified NadD enzyme, colorimetric absorbance read-out; in the data active = inhibition above about 26%; also: some compounds past the cut are filed as inactive
STEP inh: STEP (human) phosphatase inhibition | P54829 | recombinant STEP, OMFP fluorogenic substrate, fluorescence | inhibition, % at 20 µM | 360,000 compounds, 0.25% hits | AID 588621;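 active = inhibition at 20 µM, scaled per plate between control wells, above about 37%, limit read from the data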;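 also: 0% = DMSO with enzyme and substrate and 100% = substrate only without enzyme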
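medium = Bis-Tris buffer pH 6.0, 2.5 mM DTT, 0.005% Tween 20 | test system = STEP (striatal-enriched tyrosine phosphatase) enzyme, cell-free | measure = normalized % inhibition | compound dosing = 20 µM, 1% DMSO | also added = 25 µM OMFP | schedule = reaction 20 min, ambient temperature | measured by = fluorescence read at 480 nm ex / 540 nm em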
LMPTP inh: LMPTP (human) inhibition; P24666; recombinant LMPTP-A, OMFP fluorogenic substrate, fluorescence intensity; inhibition, % at 20 µM; 360,000 compounds, 0.22% hits;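 active = compounds that cut the enzyme signal by at least half of the control window in the single-dose screen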;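 also: plate controls were DMSO wells with enzyme plus substrate for no effect and substrate without enzyme for full effect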
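test system = LMPTP-A | amount = 0.625 nM LMPTP-A final | reagent = fluorogenic phosphatase substrate OMFP at 400 µM final | incubation = 50 min at room temperature | benchmarks = no-enzyme low control, uninhibited high control | medium = Bis-Tris pH 6.0, DTT, detergent | signal = fluorescence intensity of OMFP turnover product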
SUMO1-SIM PPI: modulators of human SUMO1-mediated protein-protein interactions. P63165. SUMO1 binding to a labelled peptide, TR-FRET, 1 h. inhibition, % at 20 µM. 360,000 compounds, 0.33% hits. AID 602429; in the data active = inhibition above about 37%
Target sequence (P63165 whole entry, looked up): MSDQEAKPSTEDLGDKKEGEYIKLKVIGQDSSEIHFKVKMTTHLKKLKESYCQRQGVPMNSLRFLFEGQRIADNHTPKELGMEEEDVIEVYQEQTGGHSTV
DNMT1 inh: inhibitors of human DNMT1 | P26358 | DNMT1 molecular beacon, Hinp1I cleavage, fluorescence | inhibition (reported as % activation of signal), % at 10 µM | 360,000 compounds, 0.83% hits | AID 588458; in the data active = inhibition above about 50%
Numbers without * were called inactive; i = inactive; x = not tested or not shown.

SMILES	Rpn11 inh	CSN inh	PABP1 MLLE inh	Tb MetRS inh	Scp-1 inhibitor	NadD inh	STEP inh	LMPTP inh	SUMO1-SIM PPI	DNMT1 inh
Cc1nnc(-c2cccc(C(F)(F)F)c2)nc1N1CCOCC1	i	-5	5	-0.4	0	-4	0	0.0	-1	0
CC(C)C(c1nnnn1Cc1ccc2c(c1)OCO2)N1CCN(c2ccccc2)CC1 (centres undefined)	i	-1	-4	0.9	-9	-7	5	2.9	-4	-3
CNC(=O)C1CC(=O)N(Cc2ccc(OC)c(OC)c2)C(=Nc2ccc(OC)cc2)S1 (centres undefined)	i	-3	-3	0.2	-7	-2	-1	0.0	1	0
CCN(C(=S)Nc1cc(S(=O)(=O)N2CCOCC2)ccc1Cl)c1cccc2ccccc12	i	23	18	0.3	-9	12	7	3.5	-9	-14
O=[N+]([O-])c1cccc(Cn2cnc3c(=S)nc[nH]c32)c1	i	0	15	0.0	-10	3	0	-1.7	-20	0
N#C/C(=C/c1ccc(N2CCCCCC2)o1)c1ccc(Cl)cc1	x	78*	-130	-0.7	-1	11	-6	1.7	-27	7
COc1cc(C(=S)N2CCOCC2)ccc1OC(=O)Cc1ccc(F)cc1	i	3	20	-0.1	-8	-5	0	-0.6	0	-2
Cc1ccc(CC(=O)NCC(O)c2ccccc2)cc1 (centres undefined)	i	0	-11	-0.3	12	3	-1	0.2	-5	3
Cc1ccc(-c2cccc(NC(=O)C3C(C(=O)O)[C@@H]4C=C[C@H]3C4)c2)o1 (some centres undefined)	i	6	-21	-0.1	-18	10	4	0.6	-3	-5
CCN(CC)C(=O)/C(NC(=O)c1ccccc1)=C(/Sc1ncccn1)c1ccccc1	i	-15	9	-0.4	-3	0	3	-2.5	-5	13

Whole records, looked up by structure.
CC(C)C(c1nnnn1Cc1ccc2c(c1)OCO2)N1CCN(c2ccccc2)CC1 (centres undefined) is listed with Rpn11 inh: i; CSN inh: -1; PABP1 MLLE inh: -4; Tb MetRS inh: 0.9; Scp-1 inhibitor: -9; NadD inh: -7; STEP inh: 5; LMPTP inh: 2.9; SUMO1-SIM PPI: -4; DNMT1 inh: -3
N#C/C(=C/c1ccc(N2CCCCCC2)o1)c1ccc(Cl)cc1 is listed with Rpn11 inh: x; CSN inh: 78*; PABP1 MLLE inh: -130; Tb MetRS inh: -0.7; Scp-1 inhibitor: -1; NadD inh: 11; STEP inh: -6; LMPTP inh: 1.7; SUMO1-SIM PPI: -27; DNMT1 inh: 7

(listing goes on)
SMILES	Rpn11 inh	CSN inh	PABP1 MLLE inh	Tb MetRS inh	Scp-1 inhibitor	NadD inh	STEP inh	LMPTP inh	SUMO1-SIM PPI	DNMT1 inh
CCCCCNC(=O)C(C)Sc1ccc(Cl)cc1 (centres undefined)	i	3	-3	-0.4	-6	-4	0	-0.8	0	6
Cc1ccc(-c2oc3ccccc3c(=O)c2OCC(=O)O)cc1	i	-16	-18	0.1	-7	-1	0	-0.9	-9	-1
Cc1cc(C)cc(N(CC(=O)NC2CCCCC2)C(=O)c2ccc(C)s2)c1	i	-4	-6	1.3	-3	-2	2	-0.2	-4	-4
CCCc1c(C)c2ccc(OCC(C)=O)cc2oc1=O	i	-3	9	-1.2	-3	2	2	-1.1	-8	-1
Cc1[nH]n(-c2ccccc2)c(=O)c1N=Nc1cccc(Cl)c1	i	2	0	0.1	-6	-2	4	3.2	-9	-8
Cc1cc(NC(=O)C(C)SCC(=O)Nc2ccccc2N2CCCC2)no1 (centres undefined)	i	6	30	0.1	-3	-5	-1	0.1	3	3
Cc1ccccc1NS(=O)(=O)c1ccc(NS(=O)(=O)c2cccs2)cc1	i	4	-1	0.2	-13	-3	-5	0.3	0	-4
Cc1nc(NC(=O)c2cc3ccccc3o2)ccc1Br	i	-2	1	-0.2	2	-1	-3	-2.3	-8	6
COC(=O)CCc1cccc(CCC(=O)OC)c1	i	3	13	-0.2	0	-5	-2	-1.2	1	1
CCCCN(C(=O)CSCC(=O)Nc1ccc(OC)cc1)c1c(N)n(Cc2ccccc2)c(=O)[nH]c1=O	i	-1	-4	-0.4	4	-2	0	-0.9	1	-1
CCN1C(=O)N(C(C)=O)C2C1N(C(C)=O)C(=O)N2C(C)=O (centres undefined)	i	1	1	-0.1	-7	-4	-3	-0.1	4	-3
CC(C)COC(=O)N1CC(O)CC1C(=O)Nc1ccc2c(c1)OCO2 (centres undefined)	i	-3	-121	0.2	5	18	-2	-1.3	-4	2
COc1cccc(/C=N/n2c(C)nc3ccccc32)c1OC	i	0	-1	0.0	0	0	-1	0.3	0	4
COc1ccccc1C(=O)Nc1onc(C)c1C#N	i	-6	0	-0.4	-7	2	2	0.8	-5	1
CN1CC(c2ccccc2)C(c2ccc(Cl)cc2)=N1 (centres undefined)	i	0	5	-0.3	-4	-2	3	0.6	2	1
CSc1nnc(-c2cccc(NC(=S)NN)c2)o1	i	-3	-50	1.2	0	2	-3	-4.0	1	2
CCOC(=O)NCc1ccc(CNC(=O)OCC)cc1	i	-2	6	0.5	-10	2	1	-2.1	-3	0
COc1ccc(OC)c(NC(=O)N2CCc3ccccc3C2)c1	i	-2	-12	-0.4	-7	-8	1	0.4	3	0
CCCCN(C(=O)c1cc2ccccc2o1)c1c(N)n(CCCC)c(=O)[nH]c1=O	i	-3	7	-0.2	-10	8	1	-0.3	-6	-5
NC(=O)NC(Cc1ccccc1)c1ccccc1 (centres undefined)	i	-5	3	-0.2	3	3	0	0.6	-5	5
COc1ccc(OC)c(NC(=O)c2nnn(Cc3ccccc3C)c2N)c1	i	4	2	-0.4	-17	-10	-2	3.8	-1	-9
CC(=O)N(C)c1ccc(OCC(O)Cn2c3ccc(Cl)cc3c3cc(Cl)ccc32)cc1 (centres undefined)	i	-2	6	-2.5	-2	-6	-1	3.9	0	-19
Cc1ccc(OCc2cc(C(=O)N(C)CCc3ccccn3)no2)cn1	i	1	-1	0.1	-5	4	0	-1.8	-4	-1
O=C(CN(Cc1ccccc1F)S(=O)(=O)c1ccc(Cl)cc1)NCCC1=CCCCC1	i	1	10	-0.1	-13	-1	0	2.9	4	-4
O=C(CN1CCN(CC(=O)Nc2cccc(F)c2)CC1)Nc1ccc(-c2ccccc2)cc1	i	1	-12	0.1	-5	-6	1	-0.6	0	-1
CC(Sc1nc2ccccc2s1)C(=O)Nc1ccc2c(c1)OCO2 (centres undefined)	i	1	-3	1.3	-1	2	-1	-0.1	28	-4
COc1ccc(S(=O)(=O)N2CCCCC2)cc1Br	i	7	1	-0.2	-7	-6	2	0.7	2	1
CCCNC(=O)c1nc(C)n(-c2ccc([N+](=O)[O-])cc2)n1	i	-11	6	-1.0	-4	-2	-1	0.0	-20	1
CCOc1ccccc1NC(=O)Nc1ccccn1	i	-7	5	-0.8	-9	-5	2	-1.3	-6	1
O=C(C=C1CCN(c2ncc(C(F)(F)F)cc2Cl)CC1)NNC(=O)Nc1ccc(Cl)cc1	i	-3	11	0.1	-2	-7	1	1.3	-3	1
COCCn1c(=O)[nH]c2cc(C(=O)NCCc3ccc(S(N)(=O)=O)cc3)ccc2c1=O	i	3	0	-0.2	-11	-3	-1	-0.2	-1	2
Cc1cnc(NC(=O)c2ccc3c(c2)C(=O)N(Cc2cccnc2)C3=O)s1	i	-2	-16	-0.3	-7	4	1	1.4	-19	0
CSc1nc(=S)c2[nH]c(=S)[nH]c2[nH]1	i	2	35	0.2	4	13	1	7.2	17	-1
COc1ccc2oc(C(=O)OCC(=O)Nc3ccc(OC)c(S(N)(=O)=O)c3)c(C)c2c1	i	0	1	-0.4	-3	15	0	0.6	-1	-6
O=C(NS(=O)(=O)c1ccccc1)c1cccc(Br)c1	i	-1	5	-0.4	62*	-3	-2	-1.6	5	2
CCOC(=O)c1c(NC(=O)CCN2CCOCC2)sc(C)c1-c1ccccc1	i	5	6	0.0	-4	-5	2	1.4	-4	0
CN(C)S(=O)(=O)c1ccc(Cl)c(C(=O)NC2=NCCS2)c1	i	-5	6	-0.8	-5	2	-1	-0.2	3	7
CCC(C)NC(=O)C1CCN(S(=O)(=O)c2ccc3c(c2)CC(C)N3C(C)=O)CC1 (centres undefined)	i	0	-1	0.0	-9	0	-2	-1.3	-1	2
C/C(=N\Nc1ccccc1)c1cccs1	i	2	-10	-0.5	-3	-3	-1	-0.2	-6	-15
Nc1ccc(CNC(=O)OCC2c3ccccc3-c3ccccc32)cc1	i	-1	-4	-0.3	1	-2	1	-0.1	2	-3
CCOC(=O)C1=CN(Cc2cccc(F)c2)S(=O)(=O)N(CC)C1c1ccc(Br)cc1F (centres undefined)	i	4	-19	0.2	-4	5	3	2.3	-1	5
CCn1c(OC)nc2c1c(=O)n(C)c(=O)n2C	i	-2	2	-0.1	-5	-7	-6	-1.6	1	1
Nc1nonc1NN=C1CCCCC1	i	-3	-10	-0.3	1	-3	0	-1.5	5	0
Clc1ccccc1-c1nnc(-c2ccccc2Cl)o1	i	4	-3	0.2	-7	-8	2	2.1	-5	0
O=C(NC(=S)N1CCCC1)c1ccccc1	i	1	14	-0.5	-4	-5	-1	-3.6	1	-1
COc1ccc(C(=O)C2CCCN(C(=O)c3noc4c3CCCC4)C2)cc1F (centres undefined)	i	5	10	-0.3	-12	-6	1	-0.3	3	0
CCN(CC)C(=O)c1ccc(COc2ccccc2Cl)cc1	i	0	7	0.2	-8	-1	-4	-0.8	-1	0
Cc1ccc(Cn2nc(-c3ccccc3)nc2-c2ccccc2)cc1	i	0	0	-0.9	10	-1	2	3.5	2	-2
O=C(NCc1ccco1)C(Cc1ccccc1)N1C(=O)c2ccccc2C1=O (centres undefined)	i	5	-4	-1.1	-9	-2	-2	0.1	-2	-1
O=C(NCCCN1CCOCC1)c1ccc(-c2ccc(Cl)cc2)o1	i	2	-6	0.0	-6	-2	-3	-2.4	-6	-4
CCCCCc1nnc(NC(=O)CS(=O)(=O)Cc2ccccc2)s1	i	1	-1	0.5	-6	2	-2	0.3	23	5
c1ccc(-c2nnc3sc(CN4CCC5(CC4)OCCO5)cn23)cc1	i	4	-6	-0.4	0	-1	-4	-1.6	2	0
